# Compound activity: PubChem, several laboratories
# OPRM1-OPRD1 inv: inverse agonist of human OPRM1-OPRD1 heterodimerization; P35372+P41143; 340,000 compounds, 0.21% hits; cell-based MOR-DOR heterodimer luminescence, inverse agonism; inhibition, % at 9.3 µM; in the data active = inhibition above about 22%, passing the limit was not always enough;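 also: 0% = cells with DMSO and 100% = wells without cells with DMSO; values of inactives mirror those of a sister screen read the other way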
# RTF Ca sens act: increases calcium sensitivity of human cardiac regulated thin filaments | activation, % at 7.2 µM | AID 493008 | IANBD-labeled TnC RTF fluorescence at EC20 calcium; 0% EC20 calcium, 100% full calcium | 340,000 compounds, 0.24% hits;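 active = activation above the mean over all tested compounds plus 3 SD, cut at about 30% in these data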;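 also: rise in fluorescence read as greater calcium sensitivity of cardiac thin filaments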
# CAL PDZ FP: CAL PDZ (human) peptide binding inhibition; inhibition, % at 24.9 µM; purified CAL PDZ, TMR-peptide fluorescence polarization, 1 h; Q9HD26; 300,000 compounds, 0.92% hits;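 active = mean inhibition of at least 30% with at least half of replicates also reaching 30%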;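 also: 0% = DMSO neutral control and 100% = excess unlabeled competitor peptide PRC23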
# Cardiac RTF inh: cardiac RTF calcium desensitization | IANBD-labeled cardiac RTF, Ca2+ fluorescence | P19429+P45379 | inhibition, % at 7.15 µM | 340,000 compounds, 0.12% hits;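 active = inhibition above the mean inhibition of all tested compounds plus 3 SD, cut at about 17% in these data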;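 also: assay run at fixed EC70 calcium of 1.6 mM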
# V-ATPase pHluor: yeast V-ATPase proton transport regulation by pHLuorin. S. cerevisiae, pHLuorin cytosolic pH fluorescence. response, % at 10 µM. 350,000 compounds, 0.37% hits; in the data active = response mostly above about 7.3%, no sharp cut-off; inactive = mostly below about 5.4%; also: actives read high; inactives centre near 0; some compounds called inactive have numbers as strong as hits; reference of the scale not given here
# HTR5A inv ctr: inverse agonist of human HTR5A in OPRM1-OPRD1 counter-screen | inhibition, % at 9.3 µM | 340,000 compounds, 0.083% hits | HTR5A cell line, luminescence, inverse agonism; in the data active = inhibition mostly above about 23%, no sharp cut-off; inactive = mostly below about 18%;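 also: 0% = cells with DMSO and 100% = no-cell wells with DMSO; some compounds called inactive have numbers as strong as hits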
# Target sequence (P47898 whole entry, looked up): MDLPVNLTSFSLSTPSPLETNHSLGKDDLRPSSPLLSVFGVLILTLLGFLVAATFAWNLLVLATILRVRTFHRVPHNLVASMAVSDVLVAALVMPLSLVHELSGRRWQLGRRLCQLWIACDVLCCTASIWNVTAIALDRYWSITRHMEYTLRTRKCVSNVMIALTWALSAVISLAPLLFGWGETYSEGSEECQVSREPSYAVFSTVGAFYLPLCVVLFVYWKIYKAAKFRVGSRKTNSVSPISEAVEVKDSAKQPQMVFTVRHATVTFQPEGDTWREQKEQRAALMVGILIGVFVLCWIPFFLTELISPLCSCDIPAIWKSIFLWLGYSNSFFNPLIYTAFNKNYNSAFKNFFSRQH
# MOR-DOR ag: OPRM1-OPRD1 heterodimerization agonism. P35372+P41143. cells, luminescence. activation, % at 9.3 µM. 340,000 compounds, 0.3% hits. AID 504326; in the data active = activation above about 18%;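 also: 0% = vehicle-treated cells and 100% = reference agonist; values of inactives mirror those of a sister screen read the other way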
# HTR5A ag: HTR5A agonism, opioid heterodimer counter-screen; P47898; HTR5A agonist assay, luminescence, cell-based; activation, % at 9.3 µM; 340,000 compounds, 0.61% hits; AID 504692; in the data active = activation mostly above about 9.5%, no sharp cut-off; inactive = mostly below about 7.6%;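 also: 0% = cells with vehicle only and 100% = reference agonist; strong numbers were not always called active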
# LANA DNA inh: inhibitors of KSHV LANA C-terminal domain DNA binding; AID 504423; 340,000 compounds, 0.078% hits; MBP-C-LANA/FAM-LBS DNA binding, fluorescence polarization; inhibition, % at 9 µM;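 active = highest replicate inhibition at or above 60% at 9 µM, even if other replicates fall short; inactive = all replicates below 60% inhibition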;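 also: 0% = neutral control wells and 100% = 4 µM acridine orange control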
# Keap1-Nrf2 PPI: disrupts human Keap1 binding to Nrf2 peptide. AID 504523. Q14145. 340,000 compounds, 0.15% hits. inhibition, % at 9.4 µM. Keap1 Kelch-Nrf2 peptide fluorescence polarization, 1536-well; in the data active = inhibition above about 12%;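 also: human Keap1 Kelch domain with fluorescein labeled Nrf2 9mer peptide probe; 0% = neutral control wells and 100% = peptide positive control; higher means more block of Keap1 binding to Nrf2 peptide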
# Target sequence (Q14145 whole entry, looked up, the tested form may be a part): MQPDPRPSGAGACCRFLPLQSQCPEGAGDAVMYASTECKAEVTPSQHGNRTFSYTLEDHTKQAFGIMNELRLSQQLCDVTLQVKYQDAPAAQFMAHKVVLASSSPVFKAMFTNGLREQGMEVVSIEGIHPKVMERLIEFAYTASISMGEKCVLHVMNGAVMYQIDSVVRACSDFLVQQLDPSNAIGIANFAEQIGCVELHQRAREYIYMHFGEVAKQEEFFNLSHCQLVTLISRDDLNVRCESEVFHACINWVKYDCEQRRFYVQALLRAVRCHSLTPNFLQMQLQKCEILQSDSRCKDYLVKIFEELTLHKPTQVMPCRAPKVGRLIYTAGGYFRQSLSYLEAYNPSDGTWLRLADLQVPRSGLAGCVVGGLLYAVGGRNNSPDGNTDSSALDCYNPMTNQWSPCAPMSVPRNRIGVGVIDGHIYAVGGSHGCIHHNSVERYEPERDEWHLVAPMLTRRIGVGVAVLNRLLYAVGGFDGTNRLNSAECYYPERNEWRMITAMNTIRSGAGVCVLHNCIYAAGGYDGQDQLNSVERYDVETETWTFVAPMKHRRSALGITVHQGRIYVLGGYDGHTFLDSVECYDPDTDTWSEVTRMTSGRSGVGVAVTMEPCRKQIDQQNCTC
# Starred values were filed as active, the others as inactive; . = not tested or not shown. This is a random part of the collection. About 2.8% of those tested had a hit in this group.
Compound	OPRM1-OPRD1 inv	RTF Ca sens act	CAL PDZ FP	Cardiac RTF inh	V-ATPase pHluor	HTR5A inv ctr	MOR-DOR ag	HTR5A ag	LANA DNA inh	Keap1-Nrf2 PPI
COc1cccc(OCC(=O)Nc2ccccc2NC(C)=O)c1	13	-9	-4	-12	-5	-2	-2.0	3	0.1	-4
O=C(c1ccccc1)n1c(=O)c(F)cn(COCCBr)c1=O	13	-1	0	-3	-2	3	-2.6	-1	6.4	1
O=P(Cc1ccccc1O)(c1ccccc1)c1ccccc1	11	1	3	-5	0	-10	-1.9	-1	2.8	-5
Cc1cccc(NC(=O)c2ccc(-n3cncn3)c([N+](=O)[O-])c2)c1	6	-4	-2	2	-1	6	-1.2	-2	0.1	-5
CCCCCCn1c(N2CCC(C)CC2)nc2c1c(=O)[nH]c(=O)n2C	-20	-6	-3	4	2	0	4.1	0	-0.1	0
O=C(CCc1nc2ccccc2n1-c1ccccc1)NCCO	6	-3	.	-7	5	-3	-1.2	1	-0.1	-5
O=C(Nc1ccc(Cl)cc1C(=O)NCC1CCCO1)c1ccc(Cl)cc1Cl (configuration not stated)	-32	1	2	-4	0	-44	6.0	2	-0.3	5
CCSc1ncnc2c(C#N)c3n(c12)CCCCC3	8	-5	.	2	-2	10	-1.8	-1	0.1	-2
Cc1ccc(S(=O)(=O)NCC(C)n2cncn2)cc1C (configuration not stated)	8	2	-2	-12	-2	0	-1.4	0	-0.5	-4
Cc1cc(C)cc(N(CCC#N)C(=O)CSc2ncnc3sccc23)c1	2	1	-2	-1	5	-12	-0.5	-5	-0.9	0
O=C(CN1C(=O)c2ccccc2C1=O)N1CCN(S(=O)(=O)c2ccccc2)CC1	2	4	-2	-10	0	13	-0.5	-2	-0.2	-2
COc1ccc(-n2c(CN3CCC(C)CC3)nc3ccc([N+](=O)[O-])cc3c2=O)c(OC)c1	-3	-5	-2	-17	2	13	0.6	-1	-0.8	-1
O=C(O)c1ccc(N/N=C/C=C/c2ccccc2[N+](=O)[O-])cc1	11	-6	-3	-10	-1	8	-2.4	-3	-0.4	-1
COc1ccc(C)cc1NC(=O)c1c([N+](=O)[O-])cnn1C	16	-5	-2	-3	3	-19	-3.2	7	0.4	1
Oc1ccccc1N1CCN(C(=S)Nc2ccc(SC(F)F)cc2)CC1	-13	1	-7	-3	-2	3	2.9	-1	0.5	-3
CN(c1ccccc1)S(=O)(=O)c1cccc(C(=O)OCC(=O)NCCCN2CCCC2=O)c1	10	7	-9	-7	3	-9	-2.0	4	3.6	4
O=C(O)Cc1ccc(NC(=O)c2ccc3c(c2)C(=O)N(CC2CCCO2)C3=O)cc1 (configuration not stated)	19	-2	-1	4	-4	-4	-3.7	-1	0.4	0
COc1ccc(C(=O)NCCn2cc(SCC(=O)Nc3nnc(C)s3)c3ccccc32)cc1	4	1	.	2	1	-6	-0.7	-2	-0.5	-6
COc1ccc(Cl)cc1NC(=O)CN(C)C(=O)c1cc(-c2cccs2)nn1-c1ccccc1	-5	-6	-2	1	-4	17	1.1	-7	-1.0	2
COc1ccc(N2CCN(c3oc(COc4ccc(Cl)cc4)nc3C#N)CC2)cc1	3	0	-3	1	-2	-28	-0.5	3	0.3	0
O=S(=O)(NCc1cccs1)c1ccc(Cl)s1	18	-3	.	-5	3	-1	-3.6	0	1.9	3
CC(C)N1C(=O)CC2(CC[N+](C)(CCOC(=O)C(c3ccccc3)c3ccccc3)CC2)C1=O (configuration not stated)	11	0	-2	0	-3	-26	-2.1	10	17	0
CN(C)CCNC(=O)/C=C/c1cn(-c2ccccc2)nc1-c1cc2ccccc2oc1=O	17	-4	-5	6	-1	3	-3.4	-1	-0.3	-1
CCN(CCCNC(=O)CCCn1c(=O)[nH]c2ccccc2c1=O)c1cccc(C)c1	8	0	-10	-4	2	8	-1.3	-3	2.2	-1
Cc1ccc(NC(=S)N(CCN(C)C)Cc2cc3cc(C)ccc3[nH]c2=O)cc1	5	-3	3	12	-2	-6	-1.0	2	-1.1	-1
CCC(=O)NC(=S)Nc1ccc(S(=O)(=O)N2CCN(C)CC2)cc1	12	3	-6	-1	-1	-27	-2.2	0	-2.4	0
CC1(c2ccccc2)CC(C)(C)N(C(=O)CSc2nnc(N)s2)c2ccccc21 (configuration not stated)	8	2	.	-24	2	11	-1.5	-5	-0.6	0
COc1cccc(/C=N\NC(=O)c2sc(N)nc2C)c1OC	8	-1	7	-15	1	-19	-1.3	1	1.9	-2
O=C(N/C(=C/c1cccc([N+](=O)[O-])c1)C(=O)N1CCCCCC1)c1ccco1	11	1	5	-8	-1	-2	-2.7	1	0.4	3
CCOCCc1nnc(NC(=O)C(C)Oc2ccccc2)s1 (configuration not stated)	5	2	5	-9	-1	-1	-0.9	0	-0.8	-1
FC(F)(F)c1ccccc1-n1ccnc1	0	2	-2	2	-2	0	-0.1	1	-0.8	2
Cc1cccc(NC(=O)CCS(=O)(=O)c2ccccc2)n1	10	-2	.	-7	1	14	-1.4	-5	0.7	-3
CCn1cc(Cl)c(C(=O)Nc2c(C)nn(Cc3c(F)c(F)c(F)c(F)c3F)c2C)n1	13	1	-1	-1	-1	8	-3.3	-3	-1.0	-3
CN(CC(=O)Nc1ccccc1Cl)C(=O)COC(=O)c1ccc(=O)n(Cc2ccccc2)n1	2	7	-3	0	1	-28	-0.4	9	1.6	2
COc1ccc(S(=O)(=O)N2CCN(C(=O)CC(C)C)CC2)cc1	5	-3	2	-4	3	-4	-1.1	1	-1.0	-3
COc1cc(Br)cc2cc(C(=O)N3CCOCC3)c(=O)oc12	5	-6	-3	-1	-1	-1	-1.1	0	-0.7	-3
C=CCNC(=O)CC(C)C(CCCCC)C(=O)O (configuration not stated)	12	0	-4	0	-3	-30	-2.5	12	-0.6	0
Cc1cccn2c(=O)c3cc(C(=O)N(C)C)n(C)c3nc12	18	12	-1	1	5	-3	-3.2	5	4.3	5
CC(C)(C)OC(=O)N1CCC(NC(=O)c2[nH]cnc2C(=O)N[C@@H](Cc2ccccc2)C(=O)OCc2ccccc2)CC1	-122	5	3	1	1	-125	22*	38*	1.1	-7
COc1ccc(CCN2CCC(CN3C(=S)NC[C@@H]3CC(C)C)CC2)cc1OC	3	1	0	-9	2	4	-0.7	-1	3.6	4
N#Cc1ccccc1NC(=O)c1cccc(COc2ccc(Cl)cc2Cl)c1	0	-3	-1	-9	2	-12	0.0	5	-0.5	4
O=C(Nc1ccc2c(c1)CCC2)c1cc(F)cc(F)c1	-20	-6	-4	-5	1	-14	5.3	1	-1.9	1
COc1c(C)cccc1C(=O)Nc1ccc(OCC(=O)N2CCOCC2)cc1C	11	7	-3	-7	-3	4	-2.1	6	0.6	-1
CN(CC(=O)Nc1ccc(Cl)c(Cl)c1)C(=O)CN1C(=O)NC2(CCCC2)C1=O	5	-3	-5	-2	-3	18	-0.8	-2	-1.1	3
COC(=O)C1=C(CN2CCSCC2)NC(=O)NC1c1cc(C)ccc1C (configuration not stated)	12	-3	.	-9	-3	-6	-2.8	-1	0.5	-7
COc1cc(CNCCCN2CCOCC2)cc(Br)c1OCC(=O)N1CCCCC1	4	3	9	3	0	20	-0.8	4	0.5	-3
CCOc1ccc(NS(=O)(=O)c2ccc(OCC(=O)NCc3ccncc3)cc2)cc1	4	-3	-3	-7	4	4	-0.7	-1	0.9	-3
OCC1CCCCN1C(=S)Nc1cccc(Cl)c1 (configuration not stated)	15	2	4	4	-1	17	-3.2	-7	1.6	-6
CC(=O)c1ccc(N2C(=O)[C@@H]3C(CCC(N)=O)NC4(C(=O)Nc5c4ccc(Cl)c5C)[C@@H]3C2=O)cc1 (some centres not stated)	18	4	0	1	0	14	-3.1	0	0.1	4
c1ccc(-c2cc3cc4c(cc3cn2)OCO4)cc1	-39	-5	-2	-12	-4	-10	7.0	9	3.4	1
COc1cccc(CN(C(=O)COc2ccc(C)cc2)C2CCS(=O)(=O)C2)c1 (configuration not stated)	9	-5	2	-5	0	6	-1.7	3	-0.9	3
O=C(Oc1ccc(Cl)c2cccnc12)N1CCOCC1	16	11	-19	2	-3	-19	-2.9	2	-0.4	6
O=C(CCN1CCCCC1)c1ccc2c(c1)OCO2	14	6	-2	2	1	22	-2.6	-8	-0.1	-2
O=C(NCCCN1CCOCC1)C(=O)NCC1OCCN1S(=O)(=O)c1ccc(Br)cc1 (configuration not stated)	6	-2	0	8	3	-10	-0.9	-3	2.0	1
O=C1CCC/C1=c1\s/c(=C\c2cccnc2)c(=O)n1-c1ccccc1	13	3	-4	-10	-2	-13	-2.2	1	9.0	7
S=c1[nH]ncn2c1cc1oc3ccccc3c12	-21	1	-4	-5	1	-7	4.4	3	1.7	-5
O=C(O)CSc1nc2ccc(Br)cc2[nH]1	15	1	-3	-14	0	-10	-2.8	3	-0.7	4
Cn1c(=O)[nH]c(=O)c2c1nc(N1CCNCC1)n2CCOc1ccccc1	-2	4	-5	4	-3	-9	0.3	-4	-1.3	2
O=C1N/C(=N/Nc2ccccc2)S/C1=C\c1ccccc1	-3	-1	-2	-3	.	-22	0.5	-6	-1.3	-2
CC(=O)NS(=O)(=O)c1ccc2sc(C)nc2c1	14	0	1	-3	3	2	-3.1	-1	-0.6	-2

# Remaining list, next part
Compound	OPRM1-OPRD1 inv	RTF Ca sens act	CAL PDZ FP	Cardiac RTF inh	V-ATPase pHluor	HTR5A inv ctr	MOR-DOR ag	HTR5A ag	LANA DNA inh	Keap1-Nrf2 PPI
Cc1ccc(-n2nc(N)c3c(=O)oc(N(C)C)nc32)cc1	-5	2	-3	-5	2	2	1.2	-2	0.1	-7
CC(=O)c1cc(C#N)c(Oc2cc(C)cc(C)c2)nc1C	-38	-3	.	-1	-1	-30	9.0	1	-1.4	0
O=C(Nc1nc2ccccc2[nH]1)c1cccc(S(=O)(=O)N2CCOCC2)c1	3	-1	-1	-3	-2	-5	-0.6	-5	-0.6	3
CCN1CCN(CCCNC(=O)c2ccc3c(=O)n(CCc4ccccc4)c(=O)[nH]c3c2)CC1	7	3	-6	-4	-1	-16	-1.1	-1	1.5	-2
CC1=NN(c2nc(N)nc(/C(C#N)=C/c3ccc([N+](=O)[O-])o3)n2)C(C)(C)C1	-48	1	-1	-5	48*	7	9.9	-2	1.6	-3
c1ccc(CCNCC2COc3ccccc3O2)cc1 (configuration not stated)	-10	-8	0	-12	-5	-11	2.2	3	-1.1	-1
COc1ccccc1-c1nc(SCC(=O)N(C)c2ccccc2)c2c(=O)n(C)c(=O)n(C)c2n1	21	4	-9	-3	2	3	-4.5	-1	0.5	0
Cc1cccc2c1-c1sc(C(=O)N3CCc4ccccc4C3)cc1CO2	-5	8	.	1	5	-7	0.8	2	0.5	0
COc1ccc(C(=O)COc2nc(C)cc(C)c2C#N)cc1	8	1	1	-3	-3	-14	-1.6	3	-0.2	0
CCn1c(SCC(=O)N2CCN(c3ccccc3)CC2)nc2c(c1=O)SC(C)C2 (configuration not stated)	-3	3	.	-10	0	-5	0.6	2	-0.1	1
